Bioassay records as filed in PubChem.
TcdB GH inh = TcdB glycohydrolase inhibitors, primary screen, biochemical, single point, plate reader | TcdB glycohydrolase enzymatic assay | inhibition, % at 9.99 µM | actives 0.24% (n = 350,000) | AID 652162, 2013; in the data active = inhibition above about 10%
* hit, by the source's call. An excerpt; the hit share may differ from the screen's.

smiles | TcdB GH inh
COc1ccccc1-c1cnc2c(c1)C(=O)N([C@H](C)CO)C[C@H](C)[C@H](CN(C)C(C)=O)O2 | 0.8
Cc1ccccc1S(=O)(=O)N1CC(=O)N2[C@@H](CO)[C@@H](c3ccc(C#CCN(C)C)cc3)[C@@H]2C1 | -11
O=C(Nc1ccc(F)cc1)N1C[C@H]2[C@@H](c3ccccc31)[C@H](CO)N2C(=O)c1ccccc1 | 1.5
O=C(Cc1ccccn1)N1CC(=O)N2[C@H](CO)[C@@H](c3ccc(C#CC4CCCCC4)cc3)[C@H]2C1 | 0.3
O=C(Cc1ccncc1)NCC[C@H]1CC[C@H](NC(=O)C2CCOCC2)[C@H](CO)O1 | 0.4
C[C@@H]1CN([C@H](C)CO)S(=O)(=O)c2ccc(-c3ccccc3)cc2O[C@H]1CN(C)Cc1cccc(F)c1 | -3.1
CN1CCN(C(=O)C[C@H]2CC[C@H]3[C@@H](COC[C@H](O)CN3C(=O)C3CCCC3)O2)CC1 | -0.7
COC(=O)C[C@H]1C[C@H]2c3cc(NS(C)(=O)=O)ccc3O[C@H]2[C@@H](CO)O1 | -2.0

(listing goes on)
smiles | TcdB GH inh
C[C@H](CO)N1C[C@H](C)[C@@H](CN(C)S(=O)(=O)c2ccc(F)cc2)OCCCC[C@H](C)Oc2ccc(NC(=O)c3ccncc3)cc2C1=O | 1.8
O=C(Nc1ccc(Cl)c(Cl)c1)N[C@@H]1CC[C@@H](CCn2cc(C3CC3)nn2)O[C@H]1CO | 0.0
O=C(NCCN1CCCCC1)[C@H]1N[C@H]2c3ccc(-c4ccccc4)c(=O)n3C[C@H]2[C@@H]1CO | -0.8
CCS(=O)(=O)N1[C@H](CO)[C@H](c2ccc(C3=CCCCC3)cc2)[C@@H]1C#N | -1.9
Cc1ccc(S(=O)(=O)N(C)C[C@H]2Oc3ccc(NC(=O)CCCCCC(=O)Nc4ccccc4N)cc3C(=O)N([C@H](C)CO)C[C@@H]2C)cc1 | -0.2
Cc1cccc(S(=O)(=O)N2CCCCN3[C@H](CO)[C@@H](c4ccc(C#CC(C)C)cc4)[C@H]3C2)c1 | -2.1
Cc1noc(C)c1S(=O)(=O)Nc1ccc2c(c1)C(=O)N([C@H](C)CO)C[C@@H](C)[C@H](CN(C)Cc1ccc3c(c1)OCO3)OCCCC[C@H](C)O2 | 0.8
CN(C)CC(=O)N1[C@@H]2c3ccc(C4=CCCCC4)c(=O)n3C[C@H]1[C@H](CO)[C@H]2C(=O)NCC1CC1 | 0.5

Other entries follow.
smiles | TcdB GH inh
CN1c2ccc(-c3ccccc3F)cc2[C@@H]2[C@@H](CCN2C(=O)NC2CCCCC2)[C@@H]1CO | -0.7
COc1ccc(CN(C)C[C@H]2Oc3ccc(NS(=O)(=O)c4ccccc4)cc3C(=O)N([C@H](C)CO)C[C@@H]2C)cc1 | -1.1
CO[C@H]1CN(C)C(=O)c2ccc(NC(C)=O)cc2OC[C@@H](C)N(C(=O)c2ccc(F)cc2)C[C@H]1C | 0.3
C/C=C/c1ccc([C@H]2[C@@H](C#N)N(C(=O)NC3CCCC3)[C@@H]2CO)cc1 | -0.2
CCC(=O)Nc1ccc2c(c1)C(=O)N(C)C[C@H](OC)[C@H](C)CN(Cc1ccccc1)[C@@H](C)CO2 | -0.9
CN1CCN(C(=O)C[C@@H]2CC[C@H]3[C@@H](COC[C@H](O)CN3CC3CCCC3)O2)CC1 | 0.4
CO[C@H]1CN(C)C(=O)c2ccc(NC(C)=O)cc2OC[C@@H](C)N(C(=O)c2ccncc2)C[C@@H]1C | -5.1
CO[C@H]1CN(C)C(=O)c2ccc(NS(=O)(=O)CC(F)(F)F)cc2OC[C@H](C)N(Cc2nccs2)C[C@H]1C | -0.1

The list continues:
smiles | TcdB GH inh
Cc1ccc(S(=O)(=O)Nc2cccc3c2O[C@H](CN(C)C(=O)NC2CCCCC2)[C@@H](C)CN([C@@H](C)CO)C3=O)cc1 | 2.7
CC(C)NC(=O)N1C[C@@H]2[C@H](c3ccccc31)[C@H](CO)N2C(=O)c1ccncc1 | -1.0
CO[C@@H]1CN(C)C(=O)c2ccc(NC(C)=O)cc2OC[C@@H](C)N(Cc2ccccc2F)C[C@@H]1C | 0.3
COCC(=O)N1[C@H](C#N)[C@H](c2ccc(C#CCC3CCCC3)cc2)[C@@H]1CO | 1.0
CN1C(=O)c2cc(NC(=O)c3ccc(C(F)(F)F)cc3)ccc2OC[C@@H]2O[C@@H](CC(=O)NC3Cc4ccccc4C3)CC[C@H]21 | 0.1
Cc1ccc(S(=O)(=O)N(C)C[C@H]2Oc3c(NS(=O)(=O)c4cccs4)cccc3C(=O)N([C@@H](C)CO)C[C@@H]2C)cc1 | 0.7
O=C(N[C@H]1CC[C@H](CCNC(=O)C2CCC2)O[C@@H]1CO)c1ccncc1 | -2.1
O=S(=O)(N[C@H]1CC[C@H](CCn2cc(C3(O)CCCC3)nn2)O[C@H]1CO)c1ccccc1 | 0.6

More entries.
smiles | TcdB GH inh
O=C(N[C@H]1CC[C@H](CCn2cc(-c3ccccn3)nn2)O[C@@H]1CO)c1ccc(F)cc1 | -0.9
C[C@H](C(=O)N(C)C[C@@H]1OCc2ccccc2-c2ccccc2C(=O)N([C@@H](C)CO)C[C@@H]1C)c1ccccc1 | 0.0
C[C@H]1CN([C@@H](C)CO)C(=O)Cc2cc(NS(=O)(=O)c3ccc(Cl)cc3)ccc2O[C@H]1CN(C)Cc1ccc(C(=O)Nc2ccccc2N)cc1 | 0.6
CCS(=O)(=O)N1CC2(CN(C)[C@@H](CO)c3c2c2ccc(OC)cc2n3C)C1 | -0.7
CCCNC(=O)N1C[C@@H](C)[C@H](OC)CN(C)C(=O)c2ccc(NC(=O)CCC)cc2OC[C@H]1C | 0.2
C[C@H](CO)N1C[C@H](C)[C@H](CN(C)Cc2ccc3c(c2)OCO3)Oc2ccc(NS(=O)(=O)c3ccc(Cl)cc3)cc2CC1=O | 0.1
C[C@@H]1CN([C@H](C)CO)C(=O)c2cc(NC(=O)Cn3cnnn3)ccc2O[C@H]1CN(C)Cc1ccc(C(F)(F)F)cc1 | 0.4
COc1ccc(NC(=O)Nc2cccc3c2O[C@@H](CN(C)Cc2ccc4c(c2)OCO4)[C@H](C)CN([C@@H](C)CO)C3=O)cc1 | 0.1

Overlap with the part before: two compounds, followed by the next part.
smiles | TcdB GH inh
C[C@@H]1CN([C@H](C)CO)C(=O)c2cc(NC(=O)Cn3cnnn3)ccc2O[C@H]1CN(C)Cc1ccc(C(F)(F)F)cc1 | 0.4
COc1ccc(NC(=O)Nc2cccc3c2O[C@@H](CN(C)Cc2ccc4c(c2)OCO4)[C@H](C)CN([C@@H](C)CO)C3=O)cc1 | 0.1
CCCNC(=O)N(C)C[C@@H]1Oc2ncc(C#CC3(O)CCCC3)cc2C(=O)N([C@@H](C)CO)C[C@H]1C | 0.0
COC(=O)C[C@@H]1C[C@@H]2c3cc(NS(C)(=O)=O)ccc3O[C@@H]2[C@@H](CO)O1 | 1.1
O=C(N[C@@H]1CC[C@H](CCNC(=O)C2CC2)O[C@H]1CO)c1ccncc1 | -0.4
CC(C)NC(=O)Nc1ccc2c(c1)C(=O)N([C@@H](C)CO)C[C@@H](C)[C@H](CN(C)C)OCCCC[C@@H](C)O2 | -0.6
C[C@@H]1CN([C@H](C)CO)C(=O)c2cc(N(C)C)ccc2O[C@@H](C)CCCCO[C@@H]1CN(C)S(=O)(=O)c1ccc(F)cc1 | -6.2
C[C@H]1CCCCO[C@H](CN(C)S(=O)(=O)c2cccs2)[C@@H](C)CN([C@@H](C)CO)C(=O)c2cc(NC(=O)Nc3ccccc3)ccc2O1 | -1.2
CCCc1cn(CC[C@@H]2CC[C@@H](NS(=O)(=O)c3ccccc3Cl)[C@H](CO)O2)nn1 | -0.3
C[C@@H]1CCCCO[C@H](CN(C)C(=O)Nc2cccc3ccccc23)[C@@H](C)CN([C@H](C)CO)C(=O)c2cc(NC(=O)NC3CCCCC3)ccc2O1 | -1.2

Further entries follow:
smiles | TcdB GH inh
O=C(C[C@H]1C[C@H]2c3cc(NC(=O)c4cccnc4)ccc3O[C@H]2[C@H](CO)O1)NCc1ccccn1 | 0.5
CNC(=O)C[C@@H]1CC[C@@H]2[C@H](COc3ccc(NC(=O)Nc4cccc(C)c4)cc3C(=O)N2C)O1 | 0.3
CC=Cc1ccc2n(c1=O)C[C@H]1[C@H](CO)[C@@H](C(=O)NC3CCC3)[C@@H]2N1Cc1ccncc1 (mixture of isomers) | 0.3
COC(=O)[C@@H]1[C@@H](CO)[C@@H]2Cn3c(ccc(-c4ccccc4F)c3=O)[C@@H]2N1Cc1ccncc1 | 1.6
Cc1ccccc1S(=O)(=O)NCC[C@@H]1CC[C@H](NC(=O)C2CCC2)[C@H](CO)O1 | -0.1
C[C@@H]1CN([C@H](C)CO)C(=O)c2cccc(NC(=O)C3CCOCC3)c2O[C@@H]1CN(C)Cc1ccc(C(F)(F)F)cc1 | 0.0
O=C(C1=C[C@@H](C2CC2)C[C@@H](OCc2ccc(CO)cc2)O1)N1CCCC1 | 1.5
CCCNC(=O)N(C)C[C@H]1Oc2ncc(C#C[C@@H](C)O)cc2C(=O)N([C@@H](C)CO)C[C@@H]1C | 0.2

Some of the entries so far, as labelled records:
CNC(=O)C[C@@H]1CC[C@@H]2[C@H](COc3ccc(NC(=O)Nc4cccc(C)c4)cc3C(=O)N2C)O1
  TcdB GH inh: 0.3
CC=Cc1ccc2n(c1=O)C[C@H]1[C@H](CO)[C@@H](C(=O)NC3CCC3)[C@@H]2N1Cc1ccncc1 (mixture of isomers)
  TcdB GH inh: 0.3
COC(=O)[C@@H]1[C@@H](CO)[C@@H]2Cn3c(ccc(-c4ccccc4F)c3=O)[C@@H]2N1Cc1ccncc1
  TcdB GH inh: 1.6
Cc1ccccc1S(=O)(=O)NCC[C@@H]1CC[C@H](NC(=O)C2CCC2)[C@H](CO)O1
  TcdB GH inh: -0.1

More results:
smiles | TcdB GH inh
C[C@@H]1CN([C@H](C)CO)C(=O)Cc2cc(NC(=O)CCCCCC(=O)Nc3ccccc3N)ccc2O[C@H]1CN(C)Cc1ccccc1 | -0.5
COc1cccc(-c2ccc3n(c2=O)C[C@H]2[C@H](CO)[C@@H](C(=O)N(C)C)[C@@H]3N2CC2CC2)c1 | 1.5
CN1C(=O)c2cc(NC(=O)c3ccccc3Cl)ccc2OC[C@H]2O[C@@H](CC(=O)Nc3ccc4c(c3)CCC4)CC[C@@H]21 | 1.5
C[C@@H]1CN([C@H](C)CO)C(=O)Cc2cc(NC(=O)Nc3cccc4ccccc34)ccc2O[C@H]1CN(C)S(C)(=O)=O | -0.1
CCC(=O)Nc1ccc2c(c1)C(=O)N(C)C[C@@H](OC)[C@@H](C)CN(C(=O)c1cccnc1)[C@H](C)CO2 | 0.0
C[C@H]1CN([C@@H](C)CO)C(=O)c2cc(-c3ccncc3)cnc2O[C@H]1CN(C)C(=O)c1cccc(F)c1 | 0.3
COc1cccc(NC(=O)N2C[C@@H](O)COC[C@@H]3O[C@H](CC(=O)NC4CCCC4)CC[C@H]32)c1 | -1.4
COc1ccc2c3c(n(C)c2c1)[C@H](CO)N(C(=O)C1CCOCC1)CC31CCN(C(=O)C2CCOCC2)CC1 | -0.3

(list continues)
smiles | TcdB GH inh
CN(C)C(=O)C[C@@H]1C[C@H]2c3cc(NC(=O)C4CCC4)ccc3O[C@H]2[C@H](CO)O1 | -0.9
C[C@@H]1CN([C@H](C)CO)C(=O)Cc2cc(NC(=O)C3CC3)ccc2O[C@H]1CN(C)Cc1ccc(C(F)(F)F)cc1 | -0.1
CO[C@H](CN(C)C(=O)c1cnccn1)[C@H](C)CN([C@@H](C)CO)S(=O)(=O)c1ccc(Cl)cc1 | 0.5
COc1cccc(NC(=O)N[C@@H]2CC[C@@H](CC(=O)N3CCN(C)CC3)O[C@@H]2CO)c1 | -0.3
C[C@@H]1CN([C@@H](C)CO)C(=O)c2cc(C#Cc3ccncc3)cnc2O[C@@H]1CN(C)CC1CCOCC1 | -2.3
COC(=O)C[C@@H]1CC[C@@H](NC(=O)Nc2ccc(C(F)(F)F)cc2)[C@@H](CO)O1 | -0.4
CCCN1[C@H](C(=O)NCC)[C@@H](CO)[C@@H]2Cn3c(ccc(/C=C/c4ccccc4)c3=O)[C@@H]21 | -0.2
C[C@@H]1CN([C@@H](C)CO)S(=O)(=O)c2ccc(C#C[C@@H](C)O)cc2O[C@H]1CN(C)C(=O)c1ccccc1 | 0.9

Additional structures follow.
smiles | TcdB GH inh
CCC(=O)N1[C@H](CO)[C@@H](c2ccccc2)C12CN(CCC(F)(F)F)C2 | -0.5
CC(=O)N[C@H]1CC[C@H](CCNC(=O)C2CCCC2)O[C@@H]1CO | -0.6
CC(C)CC#Cc1cnc2c(c1)C(=O)N([C@H](C)CO)C[C@@H](C)[C@H](CN(C)Cc1cncnc1)O2 | -0.1
COc1ccc(S(=O)(=O)N(C)C[C@H]2OCCCC[C@@H](C)Oc3ccc(N(C)C)cc3C(=O)N([C@H](C)CO)C[C@H]2C)cc1 | -15
C[C@@H](NC(=O)C[C@H]1C=C[C@H](NC(=O)C2CCOCC2)[C@H](CO)O1)c1ccccc1 | 1.3
C[C@@H]1CCCCO[C@H](CN(C)C(=O)CCCN(C)C)[C@@H](C)CN([C@@H](C)CO)C(=O)c2cc(NC(=O)CCCN(C)C)ccc2O1 | 0.6
COc1ccc(-c2cn(C[C@@H](Cc3ccccc3)NC(=O)Nc3ccccc3)nn2)cc1OC | 1.2
O=C(Cc1ccccn1)N1CC(=O)N2[C@H](CO)[C@H](c3ccc(C#CC4CC4)cc3)[C@H]2C1 | 0.6

Further structures
smiles | TcdB GH inh
O=C(C[C@H]1C[C@H]2c3cc(NS(=O)(=O)c4ccc(F)cc4)ccc3O[C@H]2[C@@H](CO)O1)NCc1ccc(Cl)cc1 | 1.2
C[C@@H]1CN([C@@H](C)CO)C(=O)c2cc(NS(=O)(=O)c3cn(C)cn3)ccc2O[C@H]1CN(C)C | 0.1
C[C@H](CO)N1C[C@H](C)[C@@H](CN(C)Cc2ccc(Oc3ccccc3)cc2)Oc2ccc(NS(=O)(=O)c3ccccc3)cc2C1=O | 0.6
Cc1noc(C)c1S(=O)(=O)Nc1ccc2c(c1)C(=O)N([C@H](C)CO)C[C@@H](C)[C@@H](CN(C)S(=O)(=O)c1ccc(Cl)cc1)OCCCC[C@@H](C)O2 | 0.2
